# BAP1 block: human BAP1 deubiquitinase inhibition; Q92560; recombinant BAP1, Ub-AMC hydrolysis fluorescence kinetic; active compounds read low; activity remaining (% of control), % at 20 µM; 0.48% of 72,000 active; AID 436;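 active means activity remaining at or below 50% of control, provided the compound also passes the data quality filters; inactive means the rest, including low values that fail the filters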;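 further: 100% = DMSO wells rate and 0% = substrate alone blank rate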
# HePTP inh: inhibitors of human HePTP phosphatase | P35236 | recombinant HePTP phosphatase activity, OD absorbance | inhibition, % at 20 µM | 0.64% of 110,000 active | AID 521; in the data active means inhibition above about 50%;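 further: plate controls were vehicle for no effect and reference inhibitor for full effect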
# Target sequence (P35236 whole entry, looked up): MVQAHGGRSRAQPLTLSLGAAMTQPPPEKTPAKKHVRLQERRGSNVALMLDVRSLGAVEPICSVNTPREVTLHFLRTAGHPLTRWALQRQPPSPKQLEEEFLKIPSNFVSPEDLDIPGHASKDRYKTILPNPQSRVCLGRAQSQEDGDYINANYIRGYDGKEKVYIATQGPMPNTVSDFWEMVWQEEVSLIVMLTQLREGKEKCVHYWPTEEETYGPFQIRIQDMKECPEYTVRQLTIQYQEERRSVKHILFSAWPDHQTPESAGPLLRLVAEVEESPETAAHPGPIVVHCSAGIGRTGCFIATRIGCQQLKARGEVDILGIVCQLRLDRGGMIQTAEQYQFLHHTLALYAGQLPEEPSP
# Active calls of the source: *; · = no result given; & = joins results of further samples.
Compound	BAP1 block	HePTP inh
COC(=O)COc1ccc(S(=O)(=O)NCc2ccco2)cc1Cl	73	7
NC(=O)c1cc2cc(Br)ccc2oc1=Nc1ccc(Br)cc1	80	·
COC(=O)C1CCCN1S(=O)(=O)c1ccc2ccccc2c1 (stereo not drawn)	80	2
O=C(O)/C(=N\O)c1cn2ccccc2n1	·	0
Cc1ccc2c(C)nc(NC3=NCN(CCc4ccccc4)CN3)nc2c1	98	-3
Cc1nnc(SCC(=O)NCCOc2ccc(Cl)cc2)n1-c1ccccc1	98	4
CN(C)c1ccc(-n2nc3ccc4ccccc4c3n2)cc1	·	-4
NC(=O)c1cc(-c2ccc(Br)cc2)no1	152	·
CC(=O)C1=C(O)C(=O)N(Cc2ccco2)C1c1ccccc1 (stereo not drawn)	124	8
N#Cc1ccc(-c2nnnn2-c2ccc3c(c2)OCO3)cc1	104	5
Cc1ccc(NC(=O)c2cc3cc([N+](=O)[O-])ccc3oc2=O)c(C)c1	·	-8
CN/C=C1\C(=O)C(C)(C)Oc2ccc3ccc(=O)oc3c21	78	8
CCOC(=O)c1[nH]c(C)c(C(=O)OCCN2C(=O)c3ccccc3C2=O)c1C	96	-3
CCCn1c(=O)c2[nH]c(C3CCCC3)nc2n(CCC)c1=O	54&86	5
O=C(COc1cccc(C(F)(F)F)c1)Nc1ncc(Cc2cccc(C(F)(F)F)c2)s1	63	·
C=CCn1c(SCC(=O)NCCN2CCOCC2)nc2sc3c(c2c1=O)CCC3	109	·
CN1c2ccccc2N(C)C1c1ccc(Br)o1	·	-2
COc1ccccc1-c1coc2cc(OC(=O)c3c(Cl)ccc(Cl)c3OC)ccc2c1=O	·	-18
COc1ccc(N(CC(=O)Nc2ccc(C(C)C)cc2)S(=O)(=O)c2ccc(C)cc2)c(OC)c1	·	8
CC1(C)C(C=C(Cl)Cl)C1C(=O)Nc1ccc(C(=O)O)cc1 (stereo not drawn)	·	-1
CC1=C(C(=O)Nc2cc(Cl)ccc2C)C(c2ccc(F)cc2)NC(=O)N1 (stereo not drawn)	·	5
CCc1ccc(S(=O)(=O)Nc2ccc(C)cn2)cc1	·	-2
O=C(Cn1c(=O)oc2cc(S(=O)(=O)N3CCCC3)ccc21)N1CCN(c2ccccn2)CC1	94	3
CCOC(=O)C1=C(O)/C(=C/c2ccc(OC)cc2)SC1=Nc1cccc2ccccc12	·	-1
COc1cc([N+](=O)[O-])ccc1NC(=O)CC(C)=O	·	-2

# Molecules from the list above with a nitro group on carbon, in the order listed:
Compound	BAP1 block	HePTP inh
Cc1ccc(NC(=O)c2cc3cc([N+](=O)[O-])ccc3oc2=O)c(C)c1	·	-8
COc1cc([N+](=O)[O-])ccc1NC(=O)CC(C)=O	·	-2

# Quoted from the entries so far, five compounds:
Compound	BAP1 block	HePTP inh
COC(=O)COc1ccc(S(=O)(=O)NCc2ccco2)cc1Cl	73	7
NC(=O)c1cc2cc(Br)ccc2oc1=Nc1ccc(Br)cc1	80	·
COC(=O)C1CCCN1S(=O)(=O)c1ccc2ccccc2c1 (stereo not drawn)	80	2
O=C(O)/C(=N\O)c1cn2ccccc2n1	·	0
Cc1ccc2c(C)nc(NC3=NCN(CCc4ccccc4)CN3)nc2c1	98	-3

# The main list resumes; the five compounds before the break are reprinted first.
Compound	BAP1 block	HePTP inh
CC1=C(C(=O)Nc2cc(Cl)ccc2C)C(c2ccc(F)cc2)NC(=O)N1 (stereo not drawn)	·	5
CCc1ccc(S(=O)(=O)Nc2ccc(C)cn2)cc1	·	-2
O=C(Cn1c(=O)oc2cc(S(=O)(=O)N3CCCC3)ccc21)N1CCN(c2ccccn2)CC1	94	3
CCOC(=O)C1=C(O)/C(=C/c2ccc(OC)cc2)SC1=Nc1cccc2ccccc12	·	-1
COc1cc([N+](=O)[O-])ccc1NC(=O)CC(C)=O	·	-2
Cc1nc2n(n1)CC(O)CS2 (stereo not drawn)	93	2
Nc1ccc2c(c1)N1CCN=C1S2	156	5
Cc1ccc(N2C(=O)/C(=C/c3sccc3C)SC2=S)cc1	·	6
Cc1ccc(C(=O)O/N=C(\N)c2ccc(Br)cc2)cc1	·	2
C=CCn1c(NC(=O)c2ccc(C)cc2)nc2ccccc21	·	-10
C=CCNC(=O)C(=O)NCc1cccnc1	·	-17
Cc1ccc(-n2nnnc2SCC(=O)NC(=O)Nc2ccc3c(c2)OCCO3)cc1	51	-2
COc1ccc(Nc2c3c4c(c(Br)ccc4n(C)c2=O)C(=O)c2ccccc2-3)cc1	64	·
COCCn1c(SCC(=O)Nc2ccc(S(=O)(=O)N3CCOCC3)cc2)nc2ccccc21	112	3
COc1ccc(Cl)cc1C(=O)Nc1ccc(Br)cc1	·	5
Cc1ccc(-c2ccccc2)n1-c1ccc(O)cc1	·	-3
O=C(C1CCCO1)N1CCN(c2ncccn2)CC1 (stereo not drawn)	68	11
CC(CC(=O)Nc1ccc(Br)cc1)c1ccccc1 (stereo not drawn)	·	-4
O=C(Nc1ccccc1-c1nc2ccccc2o1)c1ccc2c(c1)OCCO2	527	12
Cc1cc(C)c2oc(-c3ccc(NC(=O)c4ccccc4[N+](=O)[O-])cc3)nc2c1	·	-8
CCCn1c(=N)n(CC(=O)c2ccco2)c2ccccc21	110&95	-2
COC(=O)c1ccc(C2C(C(C)=O)=C(C)Nc3ncnn32)cc1 (stereo not drawn)	86	4
CCc1nc2c(C)cc(C)cc2c(N)c1C	·	-19
O=C(c1ccncc1)N1CCN(C(=O)c2cccs2)CC1	92	7
COc1ccc(OC)c(NC(=O)c2ccc(NS(=O)(=O)c3c(C)noc3C)cc2)c1	86	-2
CCCSCCCNC(=O)Cn1cc2c(n1)CCC(C)C2 (stereo not drawn)	86	2
O=C(Nc1ccc(N2CCOCC2)cc1)C1(S(=O)(=O)c2ccccc2)CC1	104	9&-9
O=C(Nc1ccc(Cc2ccncc2)cc1)C(c1ccccc1)c1ccccc1	·	-2
O=S(=O)(c1cc(Cl)ccc1Cl)n1cnc2ccccc21	·	2
O=C(Nc1cccc(O)c1)c1ccc(CSc2ccc(Br)cc2)cc1	103	·
CCOC(=O)CSCCOc1ccc(/C=C2/C(=O)NC(=O)N(c3cccc(C)c3)C2=O)cc1OC	·	-10
CC1CCCCN1CCNC(=O)CN1C(=O)COc2ccccc21 (stereo not drawn)	101	-3
COc1cc(/C=C2\SC(NC(C)=O)=NC2=O)cc(Br)c1OC	·	6
COc1cccc(-n2sc3c(c2=S)-c2cc(C)ccc2NC3(C)C)c1	78	-1
O=C(Nc1ccc(Oc2ccc(Cl)cc2)cc1)c1ncn[nH]1	70	6
O=C(CSCC(=O)Nc1ccc2ccccc2c1)Nc1cccc([N+](=O)[O-])c1	·	-9
O=C1CN(C(=O)c2ccc(Br)o2)C(c2ccc(F)cc2)c2cc(F)ccc2N1 (stereo not drawn)	84	·
Cc1noc(C(=O)Nc2sc3c(c2C#N)CCC3)c1Cl	104	5
O=[N+]([O-])c1ccc(Oc2ccccc2Br)cc1	·	-8
COc1ccccc1OCCSc1nc2ccc(Br)cc2[nH]1	·	-10
COc1cc(-c2c(C#N)c(N)nc(SCc3ccncc3)c2C#N)cc(OC)c1OC	127	-3
Cc1cc(C)n2nc(NCc3cccc(Br)c3)nc2n1	78	0
CCCC(=O)Nc1ccc(I)cc1Cl	·	5
N#C/C(C(=O)NCc1ccco1)=C1/SC(Cc2ccc(Cl)cc2)C(=O)N1c1ccccc1 (stereo not drawn)	·	5
COC(=O)c1cn(NC(=O)CC2CCCCC2)c(=O)c2ccccc12	·	4
COc1ccc(-c2cc(C(=O)NN3CCN(C)CC3)c3ccccc3n2)cc1OC	·	-4
COc1ccc(OC)c(NC(=O)C2CCCN(S(=O)(=O)c3cccc4cccnc34)C2)c1 (stereo not drawn)	94	9
CCOC(=O)c1ccccc1NC(=O)N1CCn2c(C)ccc2C1CC (stereo not drawn)	51	5
CCOC(=O)c1c(NC(=O)c2cccnc2)sc2c1CCCC2	131	-4
COc1ccc(-c2nnc(NC(=O)Nc3ccc(Cl)c(Cl)c3)s2)cc1	·	4
O=C(NNS(=O)(=O)c1ccc2ccccc2c1)c1ccccc1F	·	-2
Fc1ccc(CNc2ccc(CNc3ncn[nH]3)cc2)cc1	69	1
CCCc1nc(N2CCOCC2)c(C#N)c2c1CCCC2	183	7
O=c1c2cc(Cl)ccc2oc2nc3n(c(=O)c12)CCCS3	116	10
COc1ccc(C2CC(C(F)(F)F)n3ncc(C(=O)NC(C)C)c3N2)cc1OC (stereo not drawn)	69	·

# Reprinted at random: 3 records from the list, in no set order.
Compound	BAP1 block	HePTP inh
CCCc1nc(N2CCOCC2)c(C#N)c2c1CCCC2	183	7
O=c1c2cc(Cl)ccc2oc2nc3n(c(=O)c12)CCCS3	116	10
O=C1CN(C(=O)c2ccc(Br)o2)C(c2ccc(F)cc2)c2cc(F)ccc2N1 (stereo not drawn)	84	·

# (next part)
Compound	BAP1 block	HePTP inh
CC(C)Cc1cc(C(=O)Nc2cc(Cl)ccc2Cl)no1	90	4
Fc1ccc(C2=NCCn3cccc32)cc1	·	-3
CSc1nc(C)c(Oc2ccccc2)c(=O)n1C	100	-16
COc1cc(C)c(Cl)cc1S(=O)(=O)NCc1ccncc1	124	5
CCOCCCn1c(=S)[nH]c2cc(C(=O)NCCN(CC)CC)ccc2c1=O	95	5
CC1CCN(c2ncnc3c2cnn3-c2ccccc2)CC1	99	11
COCc1cc(=O)n2[nH]c(SC)nc2n1	78	-10
O=c1c2cnn(-c3ccccc3)c2ncn1Cc1cccc(Cl)c1	88	3
CCOC(=O)c1c(/N=C/N(C)C)sc(C(=O)OC)c1C	·	5
CNC(=O)/C(=C/c1ccc(-c2ccc(Cl)cc2)o1)NC(=O)c1ccc(Cl)cc1	·	9
COc1ccc(S(=O)(=O)N2CCN(C(=O)c3ccc([N+](=O)[O-])cc3)CC2)cc1	·	8
O=C(/C=C/c1ccc(Cl)cc1)Nc1ccc(-c2nc3ccccc3o2)c(O)c1	·	20
CCOC(=O)c1cnc2cc(-c3ccccc3Cl)[nH]n2c1=O	·	7
CC(=O)c1cccc(NC(=O)c2cc(Cl)ccc2Cl)c1	·	7
CCOC(=O)c1ccc(NC(=O)CC2C(=O)N(c3cccc(OC)c3)C(=O)N2CCOC)cc1 (stereo not drawn)	·	4
CC1(C)CN(O)CCN1O	105	-6
Cc1nc2ccc(S(=O)(=O)NC(C(=O)N3CCCCCC3)C(C)C)cc2s1 (stereo not drawn)	95	2
COC(=O)c1cc(NC(=O)c2ccc(OC)c(Br)c2)cc(C(=O)OC)c1	·	-8
O=C(NCCNc1ccc([N+](=O)[O-])cc1)c1ccc(Cl)cc1	·	-4
CCCC(=O)NCCc1nc2ccccc2n1C	·	12
Cc1cc(C)nc(SCC(=O)Nc2ccc(N3CCOCC3)cc2)n1	134	9
C=C(C)CSc1nncn1/N=C/c1ccc(OC)cc1	81	-2
Cc1ccc(OCC(=O)O/N=C(\N)c2ccncc2)c(Br)c1	·	8
O=C(Nc1ccccc1)c1ccc(Cl)c(Cl)c1	·	-2
O=C(NCc1nc(-c2ccccc2)no1)c1ccc(Br)o1	81	13
COc1ccc(NC(=O)C(=O)N/N=C/c2ccc(OC)cc2OC)cc1	·	8
Cc1ccc(-c2nnc(OCCN3CCOCC3)c3ccccc23)cc1	120	10
Clc1ccc(NCc2nnc3n2CCCCC3)cc1	95	-10
Cc1c(C(=O)Nc2ccc3oc(-c4ccccc4Br)nc3c2)cccc1[N+](=O)[O-]	·	-9
Cc1cccc(-c2nc3ccccc3[nH]2)c1	·	-5
CCOC(=O)N1CCC(N(C(=O)Nc2cccc(OC)c2)C(C)CC)CC1 (stereo not drawn)	100	10
CN=C(NOCc1ccc(Cl)cc1Cl)c1nonc1N	·	-15
